Rac1 GTP hydrolysis: MgcRacGAP GTPase-activating activity inhibitors, confirmation, biochemical, ADP Hunter fluorescence | 340,000 tested, 0.6% active | inhibition, % at 30 µM, or IC50 in µM where a hit was titrated | AID 624330 | MgcRacGAP-stimulated Rac1 GTP hydrolysis, ADP Hunter fluorescence; higher % means a stronger effect; GST-tagged Rac1 F28L mutant substrate;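 active = first-screen hits whose inhibition reached a set limit at any dose in the follow-up dose series; inconclusive = inhibition above the set first-screen limit but never retested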;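 also: fluorescence reports GDP produced by GAP-driven GTP hydrolysis; strong numbers were not always called active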
UTI89 phage lysis: protection from phage-mediated lysis, alamar blue read-out – E. coli UTI89, K1F phage, bacterial capsule biogenesis inhibitors (AID 488966). inhibition, % at 100 µM; hits with a dose series show IC50 in µM. 340,000 tested, 0.02% active. E. coli UTI89 K1F phage lysis, alamar blue, 2 h; higher % means a stronger effect;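 active = phage lysis inhibition, versus mean bacterial control, above a set limit; inconclusive = no clear call, values can overlap the other calls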;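 also: capsule biogenesis inhibitors block K1F phage lysis so surviving cells raise fluorescence; higher fluorescence means more inhibition of phage lysis; actives were called in the ten point dose series up to 300 µM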
Myeloid diff MLP: promotes myeloid progenitor differentiation; 360,000 tested, 1% active; AID 624256; ER-HoxA9 myeloid progenitors, lysozyme-GFP differentiation, flow cytometry; calls only at 10 µM;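 active = normalized GFP-positive differentiation at or above the plate's own cutoff, the solvent-only control mean plus 3 SD; inconclusive = no clear call, values can overlap the other calls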;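 also: cells exposed to compound for four days before flow analysis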
NTR1 agonist: agonists of NTR1, primary screen, imaging, U2OS cells, beta-arrestin-GFP, high content (AID 493036). P30989. NTR1-U2OS beta-arrestin-GFP spot imaging, agonist mode. activation, % at 20 µM. 330,000 tested, 0.17% active;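 active = activation at or above 40% of the spot to cytoplasm intensity ratio, with at least 20 cells analyzed; inconclusive = wells under 20 cells, flagged as cytotoxic or low count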;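 also: 0% = DMSO without peptide and 100% = 100 nM NTR1 peptide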
Target sequence (P30989 whole entry, looked up): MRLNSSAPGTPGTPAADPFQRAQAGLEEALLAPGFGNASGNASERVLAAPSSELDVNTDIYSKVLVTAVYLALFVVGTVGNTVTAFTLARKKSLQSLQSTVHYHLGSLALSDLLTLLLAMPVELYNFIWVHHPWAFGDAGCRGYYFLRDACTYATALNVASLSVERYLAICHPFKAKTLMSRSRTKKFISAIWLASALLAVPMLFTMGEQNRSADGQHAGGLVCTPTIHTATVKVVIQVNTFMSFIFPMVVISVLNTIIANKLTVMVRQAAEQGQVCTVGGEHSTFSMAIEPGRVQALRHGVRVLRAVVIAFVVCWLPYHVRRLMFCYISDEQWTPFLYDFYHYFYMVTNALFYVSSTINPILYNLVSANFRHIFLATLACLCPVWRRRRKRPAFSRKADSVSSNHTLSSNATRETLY
TNAP activators: stimulation of alkaline phosphatase TNAP activity – biochemical, luminescent, no phosphate acceptor, uHTS, primary screen (AID 1001) | activation fold at 20 µM; hits with a dose series show EC50 in µM | 200,000 tested, 0.03% active | purified TNAP, luminescent activation assay, no phosphate acceptor; higher activation fold means a stronger effect; in the data active = activation fold from about 3, or a potency from the dose series; inactive = the rest, 99 in 100 with activation fold below about 1.6; also: many of its hits are not listed in these tables
Large T inhibition: TAg ATPase/helicase activity blockers – biochemical (AID 1903) | SV40 large T antigen ATPase/helicase inhibition assay; higher % means a stronger effect | inhibition, % at 20 µM, or IC50 in µM where a hit was titrated | 310,000 tested, 0.39% active; in the data active = a potency from the dose series; inconclusive = inhibition mostly from about 32% at the one dose, without a potency; inactive = the rest, 99 in 100 with inhibition below about 32%; also: strong numbers were not always called active
RSV antiviral HEp-2: RSV antiviral activity via CPE protection, HEp-2 cells, primary 10 µM value included (AID 2391) | HEp-2 cells, RSV-induced CPE inhibition; higher % means a stronger effect | 310,000 tested, 0.13% active | CPE inhibition, % at 10 µM; hits with a dose series show IC50 in µM; in the data active = a potency from the dose series; inconclusive = CPE inhibition mostly from about 23% at the one dose, without a potency; inactive = the rest, 99 in 100 with CPE inhibition below about 21%; also: strong numbers were not always called active
Salmonella PhoP GFP: inhibitors of PhoP regulon expression, primary screen, Salmonella Typhimurium, GFP reporter (AID 1863). 300,000 tested, 0.16% active. S. Typhimurium PhoP-regulated promoter GFP reporter, 4 h; higher % means a stronger effect. inhibition, % at 50 µM, or IC50 in µM where a hit was titrated;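 active = inhibition over 29.93%, a cutoff 3 SD above the screen mean, later confirmed by dose response; inconclusive = inhibition over 29.93% but no dose response follow-up; inactive = inhibition at most 29.93% or unconfirmed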;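 also: 0% = low Mg2+ inducing control and 100% = high Mg2+ repressing control; strong numbers were not always called active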
T cell HTS: modulates CD8 T cell binding to vesicles. calls only at 7 µM. 2C CD8+ T cell-vesicle binding, flow cytometry; active compounds read low. 330,000 tested, 0.068% active;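 active = response, share of CD8 T cells binding vesicles, and their 90th percentile fluorescence all below set limits, cut at about 80% in these data, passing the limit was not always enough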
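incubation = binding step 1.5 h, 37 °C, antibody labelling 20 min, ice | test system = 2C mouse CD8+ T cells | read-out basis = percent CD8+ FL2 mean versus row control | controls = Peptide-free naked vesicles (low) and QL9 vesicles with 0.7% DMSO vehicle (high) | detection = flow cytometry of vesicle-bound cells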
T cell HTS vesicle-bound %: second read-out of T cell HTS, no call of its own (marks repeat the call); double positive events, %; measured here: CD8+ vesicle-bound cell fraction;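 binding gate set so that unloaded-vesicle control wells show 10% double positive cells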
NTR1 agonist cell count 20 µM: also measured in NTR1 agonist; calls as there; cell count; measured here: cell count, cytotoxicity flag
Myeloid diff MLP GFP+ MAC1+ %: second read-out of Myeloid diff MLP, no call of its own (marks repeat the call); GFP+ MAC1+ double positive, %; measured here: differentiation confirmed by MAC1 staining
An asterisk follows results filed as active; i = inactive; ? = inconclusive; · = no result given; [ ] = remark or other dose.

Every second line gives: Rac1 GTP hydrolysis	UTI89 phage lysis	Myeloid diff MLP	Myeloid diff MLP GFP+ MAC1+ %	NTR1 agonist	NTR1 agonist cell count 20 µM	TNAP activators	Large T inhibition	RSV antiviral HEp-2	Salmonella PhoP GFP	T cell HTS	T cell HTS vesicle-bound %
> Cc1ccc(CN2CCN(CC(=O)N3CCc4ccccc4C3)C2=O)cc1
  ·	·	·	·	-0.4	40	1	7%	1.7%	1%	i	21
> Cc1nc2cc(-c3ccc(F)cc3)[nH]n2c(=O)c1C
  14%	0.1%	i	0.5	0.8	58	·	21%	1.9%	-7%	i	10
> COCC1CCCCN1Cc1cn(-c2ccccc2)nc1-c1ccc2c(c1)OCO2 (centres undefined)
  6%	0.3%	i	0.1	3.2	51	1.1	·	-0.9%	·	i	46
> N#CCC(=O)Nc1ccc(C(=O)NNC(=O)CCN2CCN(c3ccccc3)CC2)cc1
  7%	2.1%	i	0.8	-0.4	46	·	·	0.6%	·	i	18
> Cc1ccc2oc(C(=O)N3CCN(c4cccc(C)n4)CC3)c(C)c2c1
  11%	0.1%	i	0.5	1.1	51	·	5%	3.4%	5%	i	10
> Cc1c(NC(=S)SCc2ccccc2)c(=O)n(-c2ccccc2)n1C
  8%	-0.5%	i	0.1	1.2	59	0.7	13%	-1.7%	2%	i	59
> CCCCN(C(=O)Cc1ccc(S(=O)(=O)N2CCOCC2)s1)c1c(N)n(CCCC)c(=O)[nH]c1=O
  3%	0.1%[50 µM]	i	0.5	1.0	81	·	11%	-0.5%	3%	i	25
> Cc1ccc2[nH]c(-c3cccc(N)c3)cc2c1
  6%	-0.7%	i	0.9	0.2	93	1.1	13%	41µM*	-1%	i	64
> CCOCCCNS(=O)(=O)c1ccc(-n2cnnn2)c(OC)c1
  4%	8.0%	i	2.5	1.1	38	1	-3%	1.0%	-10%	i	14
> CCc1ccc(/C=N\n2cnnc2)cc1
  12%	3.8%	i	0.8	-0.2	58	·	3%	4.4%	1%	i	31
> Cc1ccc(NC(=O)CN(C)C(=O)C(Sc2ccccc2)c2ccccc2)cc1 (centres undefined)
  3%	-0.3%[50 µM]	i	0.6	-0.9	79	·	·	3.5%	·	i	43
> O=C(NCCc1ccccc1)C1CCC(CNc2c(N3CCCCC3)c(=O)c2=O)CC1 (centres undefined)
  8%	-1.0%	i	1.5	-3.9	46	1.1	0%	2.4%	0%	i	29
> COc1ccc(C(=O)C2CCCN(Cc3ccc4nonc4c3)C2)cc1F (centres undefined)
  7%	0.2%	i	0.2	1.4	51	1.1	·	3.4%	·	i	30
> COc1ccc(CC(=O)NCc2nnc(SCc3ccc([N+](=O)[O-])cc3)n2C)cc1
  8%	1.2%	i	0.4	-0.4	53	1.1	10%	-0.2%	-1%	i	16
> O=C1CC(Nc2ccc(N3CCOCC3)cc2)C(=O)N1C1CCCCC1 (centres undefined)
  21%	1.2%	i	0.3	1.0	39	1	31%	0.0%	3%	i	12
> CCn1c(SCC(=O)NC2CCCC2)nnc1-c1cccnc1
  8%	0.4%	i	4.1	1.8	66	·	-2%	0.1%	1%	i	40
> Cc1sc2nc(C(C)Sc3n[nH]c(N)n3)[nH]c(=O)c2c1C (centres undefined)
  ·	·	·	·	2.4	53	2	8%	5.0%	-9%	i	51
> Cc1noc(C)c1NC(=O)N(C)C[C@H]1Oc2ccc(NS(=O)(=O)c3c(C)noc3C)cc2C(=O)N([C@H](C)CO)C[C@@H]1C
  13%	0.5%	i	2.3	-1.6	65	·	·	·	·	i	6
> Cc1ccc(SCC(=O)N2CCC(C(N)=O)CC2)cc1
  1%	0.2%	i	0.4	-0.7	53	1.1	3%	0.0%	-4%	i	22
> CCCCC(=O)Nc1ccc(NC(=O)c2cc(OC)c(OC)c(OC)c2)cn1
  12%	0.8%	i	0.5	-0.8	52	1.2	9%	2.4%	-13%	i	32
> CCOc1ccc(-n2c(=O)[nH]cc(C(=O)N3CCCc4ccccc43)c2=O)cc1
  3%	0.7%	i	0.8	-1.3	77	1.1	8%	2.5%	-8%	i	36
> CCc1nn(CC(=O)N(C)C2CCCCC2)c(=O)c2cc3cc(C)ccc3n12
  9%	0.0%	i	4.4	3.2	69	·	4%	16%	-1%	i	4
> NS(=O)(=O)c1cccc(NC(=O)COC(=O)C2(c3cccc(F)c3)CCCC2)c1
  3%	-3.7%	i	0.3	-1.3	45	1	15%	8.8%	13%	i	36
> Cc1cccc(CN2CCOCCS2(=O)=O)c1
  3%	0.8%	i	1.5	0.3	51	·	4%	2.1%	5%	i	28
> NC1=NC(=O)C2(COC(c3cccnc3)OC2)S1 (centres undefined)
  1%	i	i	0.1	-0.1	26	1.1	8%	-1.5%	-2%	i	48
> CCc1ccc(N2CC(C(=O)N3CCCC3)CC2=O)cc1 (centres undefined)
  6%	0.8%	i	0.4	0.1	48	·	1%	1.4%	-1%	i	21
> CN1CCN(c2nc(NCCOC34CC5CC(CC(C5)C3)C4)nc(OCC(F)(F)F)n2)CC1
  -7%	3.2%	i	1.2	4.6	63	1.1	2%	-0.5%	-3%	i	58
> COc1ccc(N2CCC(CNC(=O)Nc3ccc(C)c(C)c3)C2)cc1 (centres undefined)
  36%	-0.1%	i	4.6	-2.0	105	1.4	9%	2.8%	1%	i	38
> COc1cc(OC)c(C2C(C(=O)O)c3ccccc3C(=O)N2C)cc1OC (centres undefined)
  10%	1.6%	i	1.3	-0.4	51	1.1	10%	0.8%	2%	i	41
> CCOC(=O)N1CCN(S(=O)(=O)c2ccc(C)cc2)C1c1ccc(OC)cc1 (centres undefined)
  3%	-0.5%	i	0.7	-0.6	82	1.1	11%	2.4%	1%	i	65
> CCCCSc1nc2c(=O)[nH][nH]c(=O)c2n1Cc1ccccc1
  2%	0.3%	i	1.5	4.7	54	1.1	21%	0.9%	-8%	i	37
> O=C(c1ccc(Cl)cc1)N(Cc1ccc(Br)cc1)N1C(=O)CCC1=O
  6%	0.0%	i	0.6	1.4	73	1.1	25%	1.0%	2%	i	48
> Cc1ccc(OCC(=O)Nc2ccc(CN3CCOCC3)cc2)cc1C
  7%	0.2%	i	0.7	-0.6	68	·	13%	2.4%	0%	i	68
> O=C(NCc1ccco1)c1ccc(-c2ccccc2Cl)o1
  1%	0.1%	i	0.1	-0.4	55	1.1	10%	3.0%	-8%	i	30
> COc1cccc(OC)c1C(=O)OCC(=O)NCCCc1ccccc1
  7%	-0.1%	i	0.8	1.4	90	·	7%	3.4%	4%	i	51
> Cc1ccc(-c2csc3ncnc(NS(=O)(=O)c4ccc(Cl)cc4)c23)cc1
  1%	-1.2%	i	0.7	3.6	37	1	7%	7.7%	13%	i	41
> Cc1ccc(S(=O)(=O)NCCC(=O)Nc2ccc(C)cc2C(=O)c2ccccc2)cc1
  8%	-0.4%[50 µM]	i	0.8	3.3	72	1	9%	9.3%	-8%	i	56
> COCCN(CCOC)C(=O)Nc1ccc(Cl)cc1
  4%	-0.1%	i	0.1	-1.4	57	1.1	15%	-0.3%	-9%	i	43
> COc1cc2cncc(Cc3ccc(Cl)cc3)c2cc1OC
  4%	0.2%[50 µM]	i	0.2	6.6	47	·	·	·	·	i	44
> CCN(CC)C(=O)Oc1ccc(Br)cc1C(=O)Nc1ccc(F)c(Cl)c1
  7%	-1.3%	i	0.5	0.7	46	·	4%	·	-8%	i	17
> O=c1c2ccccc2n2nnnc2n1-c1ccccc1
  4%	12%	i	1.1	-0.2	57	1.1	24%	1.5%	-12%	i	46
> Cc1ccc(N(CCCCN2C(=O)c3ccccc3C2=O)C(=O)c2cccs2)cc1
  -1%	3.2%	i	1.2	7.1	65	1.1	-3%	72%	5%	i	49
> COc1ccc(C)cc1N(CC(=O)NC(C)c1ccccc1)S(C)(=O)=O (centres undefined)
  2%	0.3%	i	0.3	0.0	46	·	6%	1.2%	0%	i	46
> O=C(NCc1ccc(F)cc1)N[C@@H](Cc1ccccc1)C(=O)O
  1%	4.8%	i	2.2	-0.7	67	1.2	5%	1.3%	-17%	i	20
> O=C(NCCc1ccc(Cl)cc1)c1ccc2nc(N3CCOCC3)sc2c1
  2%	0.5%	i	2.7	0.2	60	·	·	4.4%	·	i	33
> O=C(CSc1nc(N2CCCCC2)nc(N2CCCCC2)n1)N1CCN(c2ccccc2)CC1
  7%	5.2%	i	0.6	·	·	1.2	4%	·	-4%	·	·
> CN(CP(=O)(O)C(O)c1ccccc1)S(C)(=O)=O (centres undefined)
  5%	0.2%	i	0.8	0.4	43	1.1	12%	0.7%	1%	i	9
> CC(C)c1ccc(C(=O)N2CCN(CCO)CC2)cc1
  1%	3.7%	i	0.6	0.3	46	1	5%	0.1%	3%	i	32
> C=CCn1c(-c2cc(-c3ccccc3)sc2N)n[nH]c1=S
  ·	·	i	1.0	5.1	54	·	20%	·	-9%	i	39
> CCOC(=O)N1CCN(C(=O)c2cn(CC(C)C)c(=O)c3c2c2ccccc2n3C)CC1
  8%	-0.1%	i	2.1	1.5	70	1	-8%	·	29%	i	19
> O=C(N/N=C/c1ccc(O)c(O)c1)N/N=C/c1ccc(O)c(O)c1
  ?	2.3%[50 µM]	i	0.2	-0.8	89	·	0.73µM*	0.8%	8%	i	9
> COCCN(CC1CCCN(C2Cc3ccccc3C2)C1)C(=O)CCC(N)=O (centres undefined)
  4%	0.2%	i	0.0	-0.2	70	·	7%	0.5%	-7%	i	64
> COc1cc(NC(=O)c2ccccn2)cc(OC)c1OC
  -10%	-1.9%	i	0.4	-1.7	33	1.1	2%	0.1%	7%	i	6
> CNS(=O)(=O)c1cn(CC(=O)NCc2cccc(OC)c2)cc1S(=O)(=O)NC
  8%	-0.1%	i	0.4	-1.0	79	·	7%	6.2%	-5%	i	60

Screening results deposited in PubChem BioAssay by several laboratories.

An unsorted share of the library, and some 2.3% of all compounds hit somewhere here.
